High-throughput results deposited in PubChem BioAssay by Broad Institute.
RAD54 branch: blocks human RAD54 Holliday junction branch migration. FAM/BHQ fluorescence. inhibition, % at 10.4 µM. 0.14% of 360,000 active. AID 602329;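 active = mean normalized replicate activity at least 40 and at least half of replicates scoring 40 or more; inconclusive = only one of the two criteria met; inactive = mean below 40 and under half of replicates reaching 40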;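 also: 0% = median of neutral control wells and 100% = median of positive control wells; inhibitors cause a drop in the FAM fluorescence signal; in these data hits start at about 50%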
Target sequence (Q92698 whole entry, looked up): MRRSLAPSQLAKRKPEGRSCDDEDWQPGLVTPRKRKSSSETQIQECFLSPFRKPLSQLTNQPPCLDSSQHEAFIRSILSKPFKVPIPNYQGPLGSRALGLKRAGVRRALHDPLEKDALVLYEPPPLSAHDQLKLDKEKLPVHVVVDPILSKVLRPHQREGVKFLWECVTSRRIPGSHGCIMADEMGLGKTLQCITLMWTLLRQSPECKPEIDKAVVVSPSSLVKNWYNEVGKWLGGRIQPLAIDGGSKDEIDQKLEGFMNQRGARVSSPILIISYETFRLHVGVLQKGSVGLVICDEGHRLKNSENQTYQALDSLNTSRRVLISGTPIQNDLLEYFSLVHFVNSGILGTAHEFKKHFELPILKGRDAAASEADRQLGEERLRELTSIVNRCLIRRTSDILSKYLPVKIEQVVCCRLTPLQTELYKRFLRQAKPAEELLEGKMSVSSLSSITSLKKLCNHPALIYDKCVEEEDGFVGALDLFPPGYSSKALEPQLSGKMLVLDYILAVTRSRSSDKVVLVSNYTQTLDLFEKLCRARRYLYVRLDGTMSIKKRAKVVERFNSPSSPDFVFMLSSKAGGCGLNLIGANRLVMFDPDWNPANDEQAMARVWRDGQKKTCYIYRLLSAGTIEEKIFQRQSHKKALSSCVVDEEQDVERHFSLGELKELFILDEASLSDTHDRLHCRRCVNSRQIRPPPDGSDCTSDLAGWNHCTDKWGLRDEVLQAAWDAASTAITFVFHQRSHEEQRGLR
RAD52 anneal inh: RAD52 (human) annealing inhibition; P43351; recombinant RAD52 DNA annealing, FRET fluorescence; inhibition, % at 18.7 µM; 0.46% of 360,000 active; AID 651710;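 active = every replicate showing at least 50% inhibition; inconclusive = mean inhibition at least 50% but not in every replicate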
DENV2 CPE rescue: inhibitors of DENV2 cytopathic effect | DENV2-infected cells, cytopathic effect rescue, plate reader | AID 651640 | CPE inhibition, % at 9.99 µM | 1.7% of 350,000 active; in the data active = CPE inhibition above about 20%, passing the limit was not always enough; inconclusive = no clear call, values can overlap the other calls; tested in BHK-21 cells;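 also: 0% = median of neutral control wells and 100% = median of positive control wells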
INS-1E GSIS act: primary screen for activators of insulin secretion dependent on glucose, INS-1E cells, GLuc reporter luminescence. INS-1E GLuc reporter insulin secretion, 2-3 h. activation, % at 16.6 µM. 0.61% of 370,000 active. AID 743287;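 active = lowest replicate activation of at least 40%, so every replicate reaches that level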;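 also: 0% = median of neutral control wells and 100% = median of IBMX positive control wells; some compounds called inactive have numbers as strong as hits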
CASP6 VEID inh: caspase-6 (human) enzyme inhibition. P55212. purified caspase-6, Z-VEID-R110 cleavage fluorescence. inhibition, % at 12.5 µM. 0.53% of 350,000 active;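 active = mean inhibition across replicates at least about 35%, with every replicate also reaching that limit, limit read from the data; inconclusive = only one of the two criteria met; inactive = neither criterion met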;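 also: 0% = median of neutral control wells and 100% = no fluorescence left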
Target sequence (P55212 24-179 limits assumed): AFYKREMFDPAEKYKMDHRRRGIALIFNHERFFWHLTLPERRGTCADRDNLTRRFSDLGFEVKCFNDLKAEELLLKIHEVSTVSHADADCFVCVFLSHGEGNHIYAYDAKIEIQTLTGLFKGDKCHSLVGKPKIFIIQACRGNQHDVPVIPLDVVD
Target sequence (P55212 194-293 limits assumed): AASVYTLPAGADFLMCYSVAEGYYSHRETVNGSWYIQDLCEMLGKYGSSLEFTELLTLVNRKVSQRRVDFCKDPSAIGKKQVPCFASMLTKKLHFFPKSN
F508del corr: CFTR F508del correction in bronchial cells; CFBE cells, YFP halide quenching; stimulated with forskolin plus potentiator P3; % fluorescence drop versus neutral controls; activity (quench increase), % at 7.58 µM; 0.36% of 350,000 active;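 active = mean added fluorescence quench of at least 8% versus neutral control, with both replicates also reaching 8%; inconclusive = only one of the mean or replicate conditions met; inactive = mean below 8% and not both replicates reaching 8%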;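 also: cells transiently co-express mutant CFTR-F508del with the halide-sensitive YFP; corrector assay measuring rescue of mutant channel to the surface after 24 h compound exposure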
E-sel inducer: E-selectin induction on HUVECs; 0.37% of 260,000 active; P16581; HUVEC E-selectin immunofluorescence imaging; normalized: neutral wells 0, TNF-alpha wells 100; activation, % at 7.58 µM;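 active = mean E-selectin-positive cell signal at least 10% of the positive control, reached in at least 60% of replicates, without over 20% cell loss; inconclusive = no rule given, readout overlaps actives, possibly toxicity-flagged; inactive = the rest, including those meeting only one limit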;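 also: in these data hits start at about 27%; measured in HUVEC primary endothelial cells; signal is the percent of cells scored E-selectin positive by PE staining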
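Assay system: HUVEC, human umbilical vein endothelial cells / Amount: 3,000 HUVEC/well / Controls: TNF-alpha positive control, DMSO neutral control / Compound dosing: single concentration / Medium: EGM-2 over gelatin coat / Evaluation: percent E-selectin-positive cells / Signal: immunofluorescence imaging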
XiGFP reactiv: reactivates the inactive X chromosome in mouse fibroblasts. XiGFP mouse fibroblasts, % GFP-positive cells imaging, 3 d; cells co-treated with 5-aza-dC sensitizer; scaled so ellipticine positive control = 100%. activation, % at 7.58 µM. 0.055% of 360,000 active. AID 743238;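 active = mean normalized replicate activation at least 10% and every replicate at or above 10%; inconclusive = only one of the two criteria met; inactive = mean below 10% and not all replicates reach 10%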;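 also: 0% = median of on-plate neutral control wells and 100% = ellipticine 6 µM median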
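Material: SV40-immortalized XiGFP fibroblast cells, line 68-5-11 | Buffer or medium: DMEM containing 5-aza-dC | Dosing: One concentration, pinned | Times: 3 d treatment, 15 min room-temperature fixation | Controls: Ellipticine 6 µM positive control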
Starred values were filed as active, the others as inactive; ? = inconclusive; · = no result given.

cpd	SMILES	RAD52 anneal inh	RAD54 branch	INS-1E GSIS act	DENV2 CPE rescue	CASP6 VEID inh	E-sel inducer	F508del corr	XiGFP reactiv
1	CC=Cc1ccc2n(c1=O)C[C@H]1[C@H](CO)[C@@H](C(=O)NC3CCC3)N(C(=O)C3CCC3)[C@@H]21 (mixture of isomers)	-1	-5	21	-1	-2	0.0	3.5	0.1
2	COC(=O)c1ccc(CN(c2ccc(C(=O)O)c(O)c2)S(=O)(=O)c2ccc(Cl)c([N+](=O)[O-])c2)cc1	-22	10	-5	-8	1	0.0	-0.6	0.0
3	CCOC(=O)N1CCN(S(=O)(=O)c2ccc(C(=O)Nc3ccc4c(c3)C(=O)NC4=O)cc2)CC1	-2	-16	-2	·	-4	·	3.0	0.0
4	O=C(NCc1ccncn1)[C@@H]1[C@@H](CO)[C@@H]2Cn3c(ccc(-c4ccccc4)c3=O)[C@@H]2N1CC1CC1	-8	11	-4	6	5	-0.5	-2.9	0.0
5	C/C=C/c1ccc2c(c1)O[C@H](CN(C)S(C)(=O)=O)[C@@H](C)CN([C@@H](C)CO)S2(=O)=O	-4	-9	2	-3	0	-2.4	-0.8	-0.5
6	CCOc1ccc(-n2c(=O)[nH]cc(C(=O)Nc3ccc(OC)c(OC)c3)c2=O)cc1	-17	5	33	·	·	0.1	2.5	-0.1
7	COc1cccc(S(=O)(=O)N(C)C[C@@H]2OCc3ccccc3-c3ccccc3C(=O)N([C@@H](C)CO)C[C@H]2C)c1	8	-9	-10	?	4	-3.0	-0.7	0.5
8	O=C(Nc1nnc(C2CC2)s1)c1cccc(S(=O)(=O)N2CC(c3ccccc3)CC2=O)c1 (centres undefined)	-4	-8	7	5	0	?	-0.8	0.1
9	C[C@H](O)C#Cc1ccc2c(c1)O[C@H](CN(C)Cc1cncnc1)[C@@H](C)CN([C@@H](C)CO)S2(=O)=O	1	-2	-4	18	0	0.2	1.0	-0.1
10	COc1ccc(NC(=O)N(C)C[C@@H]2Oc3c(NC(=O)c4nc5ccccc5s4)cccc3C(=O)N([C@@H](C)CO)C[C@@H]2C)cc1	-3	-3	-14	12	0	0.5	-1.8	0.2
11	Cc1ccc(NC(=O)Cn2c(=S)[nH]c3ccccc32)cc1	-12	·	11	-9	-1	·	·	0.1
12	c1ccc(CCc2ccccn2)cc1	-13	-9	·	5	-3	·	·	0.1
13	CCCOc1ccc(Cn2cnc3ccccc32)cc1	-6	-3	-51	·	0	·	·	·
14	COC(=O)C[C@@H]1CC[C@H]2[C@@H](COc3ccc(NC(=O)Nc4cc(C)cc(C)c4)cc3C(=O)N2C)O1	-1	6	-11	4	-8	0.5	·	0.5
15	Cc1c(CCO)c(=O)oc2n[nH]c(-c3ccccc3)c12	-17	·	-5	2	0	·	-2.6	0.2

Reformatted with one line to a screen: entries from further up.
11) Cc1ccc(NC(=O)Cn2c(=S)[nH]c3ccccc32)cc1
2) COC(=O)c1ccc(CN(c2ccc(C(=O)O)c(O)c2)S(=O)(=O)c2ccc(Cl)c([N+](=O)[O-])c2)cc1

screen / no. | 11 | 2
RAD52 anneal inh | -12 | -22
RAD54 branch | · | 10
INS-1E GSIS act | 11 | -5
DENV2 CPE rescue | -9 | -8
CASP6 VEID inh | -1 | 1
E-sel inducer | · | 0.0
F508del corr | · | -0.6
XiGFP reactiv | 0.1 | 0.0

Next part
cpd	SMILES	RAD52 anneal inh	RAD54 branch	INS-1E GSIS act	DENV2 CPE rescue	CASP6 VEID inh	E-sel inducer	F508del corr	XiGFP reactiv
16	C[C@@H]1CN([C@H](C)CO)S(=O)(=O)c2ccc(C#Cc3cccc(F)c3)cc2O[C@H]1CN(C)C(=O)NC1CCCCC1	3	-7	-28	-8	2	0.1	3.2	-0.5
17	O=C(C[C@@H]1CC[C@@H](NC(=O)C2CCOCC2)[C@H](CO)O1)NCc1ccncc1	-5	·	8	-5	1	0.5	4.0	-0.1
18	COc1ccc(N2C(=O)CC(Sc3ccccc3C(=O)O)C2=O)c([N+](=O)[O-])c1 (centres undefined)	-7	-10	-25	-3	10	·	-1.5	0.0
19	Cn1ncc(Oc2ccc([N+](=O)[O-])cc2)c(Cl)c1=O	-23	0	-3	1	-3	·	0.5	-0.1
20	COc1ccc(CCNS(=O)(=O)c2ccc3c(c2)CC(C)N3C(=O)C2CC2)cc1OC (centres undefined)	-17	4	1	-7	4	-0.1	-2.4	0.1
21	C[C@@H]1CN([C@@H](C)CO)S(=O)(=O)c2ccc(/C=C/c3ccccc3)cc2O[C@@H]1CN(C)C	20	-6	2	2	2	-0.3	0.3	0.0
22	Cn1c(=O)c2sccc2n2c(CCCC(=O)NC3CCN(Cc4ccccc4)CC3)nnc12	-23	-16	6	1	-7	·	-2.4	0.0
23	COc1ccc2ccc3ccc(OC)c(OC(C)=O)c3c2c1	-13	·	-3	-4	0	0.3	0.8	0.3
24	CN(C)c1cccc(NC(=O)C2(C)Cc3c(-c4cccnc4)ccnc3O2)c1 (centres undefined)	-13	5	·	-4	1	0.3	-2.0	0.1
25	C[C@@H]1CN([C@@H](C)CO)C(=O)c2cc(C#CC(C)(C)O)cnc2O[C@H]1CN(C)Cc1ccccn1	-30	3	5	-6	6	0.1	-0.1	0.1
26	COc1cccc(NC(=O)CN(C)C(=O)c2ccccc2OCc2c(C)noc2C)c1	7	·	-23	?	3	0.5	2.2	0.1
27	COc1cccc(-c2ccc3ncnc(NCc4ccc5c(c4)OCO5)c3c2)c1	-17	-12	·	?	-2	·	0.8	0.0
28	CCC(=NNS(=O)(=O)c1ccc(C)cc1)c1ccc(OC)c(C)c1	-2	13	·	5	0	0.3	1.3	0.1
29	C[C@@H]1CN([C@@H](C)CO)C(=O)c2cc(NS(=O)(=O)c3cn(C)cn3)ccc2O[C@@H]1CN(C)S(C)(=O)=O	-7	0	19	-1	0	-0.3	1.8	0.1
30	C[C@@H]1CCCCO[C@@H](CN(C)S(=O)(=O)c2ccc(F)cc2)[C@H](C)CN([C@@H](C)CO)C(=O)c2cc(NC(=O)c3ccncc3)ccc2O1	7	-10	-13	-3	-2	·	0.4	0.0

Retrieved by compound from the list above, three records:
cpd	SMILES	RAD52 anneal inh	RAD54 branch	INS-1E GSIS act	DENV2 CPE rescue	CASP6 VEID inh	E-sel inducer	F508del corr	XiGFP reactiv
29	C[C@@H]1CN([C@@H](C)CO)C(=O)c2cc(NS(=O)(=O)c3cn(C)cn3)ccc2O[C@@H]1CN(C)S(C)(=O)=O	-7	0	19	-1	0	-0.3	1.8	0.1
18	COc1ccc(N2C(=O)CC(Sc3ccccc3C(=O)O)C2=O)c([N+](=O)[O-])c1 (centres undefined)	-7	-10	-25	-3	10	·	-1.5	0.0
23	COc1ccc2ccc3ccc(OC)c(OC(C)=O)c3c2c1	-13	·	-3	-4	0	0.3	0.8	0.3

Carrying on:
cpd	SMILES	RAD52 anneal inh	RAD54 branch	INS-1E GSIS act	DENV2 CPE rescue	CASP6 VEID inh	E-sel inducer	F508del corr	XiGFP reactiv
31	O=C(O)[C@H](Cc1ccccc1)N1C(=O)c2c(Cl)c(Cl)c(Cl)c(Cl)c2C1=O	-19	6	-20	-8	8	·	0.2	0.3
32	CN1C(=O)c2cc(NC(=O)c3cccc(C(F)(F)F)c3)ccc2OC[C@H]2O[C@H](CC(=O)O)CC[C@H]21	3	8	-2	-2	1	0.0	·	0.1
33	C[C@H]1CCCCO[C@@H](CN(C)Cc2ccc(C(=O)O)cc2)[C@@H](C)CN([C@@H](C)CO)C(=O)c2cc(NC(=O)Nc3ccc4c(c3)OCO4)ccc2O1	-1	3	4	-3	1	0.0	-0.9	-0.2
34	O=C(C[C@H]1C[C@H]2c3cc(NC(=O)C4CCC4)ccc3O[C@H]2[C@H](CO)O1)NCc1ccc2c(c1)OCO2	2	14	15	1	1	-0.6	-2.5	0.2
35	CC(C)NC(=O)N(C)C[C@@H]1Oc2ccc(NS(C)(=O)=O)cc2CC(=O)N([C@@H](C)CO)C[C@H]1C	5	-4	26	7	-3	·	-3.0	-1.5
36	CO[C@H]1CN(C)C(=O)c2ccc(NC(=O)c3ccccc3F)cc2OC[C@@H](C)N(C(C)=O)C[C@H]1C	27	-6	-3	9	-3	-0.3	-3.2	0.0
37	CC(C)NC(=O)N(C)C[C@@H]1OCCCC[C@@H](C)Oc2ccc(NC(=O)C3CCCCC3)cc2C(=O)N([C@H](C)CO)C[C@@H]1C	13	1	18	-5	-2	·	1.0	0.0
38	O=C(OCCOc1ccccc1)c1cccc(S(=O)(=O)N2CCOCC2)c1	-8	-5	3	20	4	·	0.4	0.0
39	CC1(C)CC(=O)C(N=Nc2cccc([N+](=O)[O-])c2)=C(O)C1	-6	·	5	-3	-1	3.8	-3.5	0.3
40	O=C(NCCCN1CCC(Cc2ccccc2)CC1)c1ccc(CS(=O)c2ccccc2Cl)o1 (centres undefined)	-14	-4	-7	-1	-8	-0.1	1.4	0.1
41	COc1cccc(C2CC(c3ccccc3)=NN2S(=O)(=O)c2ccc(C)cc2)c1OC (centres undefined)	-253	·	16	2	-7	·	1.8	0.3
42	COc1ccc(/C=N/N2CCN(Cc3ccc(C)cc3)CC2)cc1Br	-8	1	-7	7	0	0.0	-0.6	-0.1
43	C[C@@H]1CCCCO[C@H](CN(C)C(=O)Nc2ccccc2)[C@@H](C)CN([C@H](C)CO)C(=O)c2cc(NC(=O)Nc3ccc(C(F)(F)F)cc3)ccc2O1	-12	·	6	9	-2	0.0	1.2	0.4
44	COC(=O)c1nn(-c2ccc(OC)cc2)c(=O)cc1O	-8	-2	-2	-2	0	·	2.9	0.1
45	C[C@@H]1CN([C@H](C)CO)C(=O)Cc2cc(NC(=O)NC3CCCCC3)ccc2O[C@@H]1CN(C)C(=O)Nc1ccc(F)cc1	8	1	23	7	0	-0.1	0.9	0.1
46	CN(C)C(=O)c1cccc(-c2ccc3c(c2)[C@H]2[C@H](CCN2S(=O)(=O)c2cn(C)cn2)[C@H](CO)N3)c1	-24	0	3	-2	0	-0.3	0.2	-0.1
47	CC(C)NC(=O)Nc1ccc2c(c1)C(=O)N(C)[C@H]1CC[C@H](CC(=O)NCC(F)(F)F)O[C@@H]1CO2	·	-13	14	7	·	0.0	1.2	0.5
